# CHO-K1 Ca ag – M1 agonist counterscreen hit in parental CHO-K1 cells; activation, % at 3 µM; Fluo-8 calcium fluorescence; scaled to maximal ATP response, vehicle zero; AID 602248; 360,000 compounds, 0.48% hits; in the data active means activation above about 15%;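 further: untransfected CHO-K1 host cells lacking M1 receptor as counterscreen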
# CHRM1 agonist – activates human CHRM1 receptor; P11229; CHO-K1 hM1, Fluo-8 calcium fluorescence, agonist mode; 0% DMSO, 100% acetylcholine EC100; activation, % at 3 µM; 360,000 compounds, 0.33% hits;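 active means activation above the run's mean compound activation plus 3 SD, cut at about 16% in these data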;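 further: peak over basal fluorescence ratio within a 140 s kinetic read after compound addition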
# Target sequence (P11229 whole entry, looked up): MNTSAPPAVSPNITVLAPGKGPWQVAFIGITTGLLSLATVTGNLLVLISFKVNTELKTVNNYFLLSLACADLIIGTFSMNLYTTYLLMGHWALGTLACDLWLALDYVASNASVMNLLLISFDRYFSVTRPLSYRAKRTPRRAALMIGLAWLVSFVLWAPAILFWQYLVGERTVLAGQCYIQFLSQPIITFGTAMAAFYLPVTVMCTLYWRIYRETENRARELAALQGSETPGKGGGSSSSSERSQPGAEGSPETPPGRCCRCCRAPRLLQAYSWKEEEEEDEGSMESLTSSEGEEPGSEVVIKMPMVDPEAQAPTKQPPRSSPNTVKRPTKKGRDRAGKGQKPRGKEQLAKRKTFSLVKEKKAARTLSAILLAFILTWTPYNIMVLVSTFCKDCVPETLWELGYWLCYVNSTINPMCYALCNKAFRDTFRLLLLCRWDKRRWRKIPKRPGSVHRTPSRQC
# CHO-K1 Ca PAM – M1 PAM counterscreen hit in parental CHO-K1 cells; AID 602247; activation, % at 3 µM; 360,000 compounds, 0.02% hits; ATP EC20, Fluo-8 calcium fluorescence; 0% at ATP EC20, 100% at ATP max;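 active means activation above the run cutoff, the mean activation of all test compounds plus 3 SD, cut at about 40% in these data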;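 further: peak over basal fluorescence ratio in a 140 s read after ATP addition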
# TAAR1 antag – human TAAR1 antagonism. inhibition, % at 3 µM. AID 624466. CHO RD-HGA16 TAAR1, Fluo-8 calcium fluorescence, antagonist. 360,000 compounds, 1.5% hits;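 active means inhibition above a per-plate cutoff, the mean inhibition of test compounds on that plate plus 3 SD, cut at about 49% in these data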;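 further: 0% = DMSO plus EC80 beta-PEA response and 100% = DMSO alone without agonist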
# Target sequence (Q96RJ0 whole entry, looked up): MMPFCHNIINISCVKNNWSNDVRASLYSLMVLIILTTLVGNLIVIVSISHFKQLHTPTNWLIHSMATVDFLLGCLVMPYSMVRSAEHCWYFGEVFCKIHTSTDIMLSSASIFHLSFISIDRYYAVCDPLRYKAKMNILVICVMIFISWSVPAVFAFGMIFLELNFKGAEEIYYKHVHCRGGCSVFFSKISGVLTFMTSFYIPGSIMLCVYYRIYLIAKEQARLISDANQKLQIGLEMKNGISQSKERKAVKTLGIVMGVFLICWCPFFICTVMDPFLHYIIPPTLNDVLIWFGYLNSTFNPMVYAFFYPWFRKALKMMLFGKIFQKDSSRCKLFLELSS
#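 Test system: CHO RD-HGA16 cells bearing hTAAR1 | Reagent: β-PEA, EC80 | Compound dosing: 3 µM, single point | Schedule: Dye loading 75 min at 37 °C, then 30 min room temperature | Signal: Calcium fluorescence with Fluo-8 | Evaluation: Percent inhibition of PEA-evoked calcium signal, max/basal emission ratio | Control set: DMSO-only wells and EC80 β-PEA-stimulated wells | Repeats: Singlicate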
# CHRM1 antagonist – human CHRM1 antagonism. inhibition, % at 3 µM. CHO-K1 hM1, Fluo-8 calcium fluorescence, ACh EC80 antagonist. 360,000 compounds, 1.3% hits;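 active means percent inhibition above its own plate's cutoff, namely the mean of that plate's compound wells plus 3 SD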;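 further: peak over basal fluorescence ratio during 140 s after agonist addition; 0% = ACh EC80 plus DMSO and 100% = DMSO alone without agonist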
# CHO-K1 Ca antag – counter-screen for M1 antagonists: effect in parental CHO-K1 cells; ATP-induced calcium, Fluo-8 fluorescence; inhibition, % at 3 µM; 360,000 compounds, 0.6% hits;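 active means inhibition above a per-plate cutoff, the plate's mean sample inhibition plus 3 SD, cut at about 24% in these data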;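 further: 0% = DMSO plus EC80 ATP and 100% = DMSO alone without ATP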
# TAAR1 agonist – agonists of human TAAR1; Q96RJ0; 360,000 compounds, 0.99% hits; CHO RD-HGA16 TAAR1, Fluo-8 calcium fluorescence; vehicle wells 0%, saturating PEA agonist 100%; activation, % at 3 µM;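 active means activation above the mean activation of all test compounds in the run plus 3 SD, cut at about 38% in these data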
#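 Assay system: CHO-derived RD-HGA16 cells with stable Gα16 and human TAAR1; timing: 17-24 h seeding, 75 min 37 °C dye, 30 min RT; read-out: % activation from peak over basal fluorescence ratio, DMSO-to-PEA scaled; measured by: kinetic Fluo-8 calcium fluorescence; benchmarks: low control DMSO, high control PEA (EC100); doses: 3 µM single concentration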
# CHO parental Ca – signal in parental CHO cells, OX1R antagonist counter-screen; inhibition, % at 5.6 µM; AID 463079; parental CHO-K1, ATP-induced calcium, Fluo-8 fluorescence; 330,000 compounds, 0.63% hits;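 active means inhibition above that plate's mean sample inhibition plus 3 SD, cut at about 26% in these data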;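 further: 0% = ATP-challenged DMSO wells and 100% = DMSO wells without ATP; some compounds past the cut are filed as inactive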
#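 Material: parental CHO cells / Compound: single nominal dose of 5.6 µM per compound / Signal: Fluo-8 fluorescence / Replicates: singlicate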
# CHRM1 PAM – positive allosteric modulators of human M1 muscarinic receptor; activation, % at 3 µM; 360,000 compounds, 0.088% hits; CHO-K1 hM1, Fluo-8 calcium fluorescence, ACh EC20; 0% = ACh EC20, 100% = maximal ACh; P11229; in the data active means activation above about 19%, passing the limit was not always enough
# * = called active by the depositor; nt = no result given.
SMILES,CHO-K1 Ca ag,CHRM1 agonist,CHO-K1 Ca PAM,TAAR1 antag,CHRM1 antagonist,CHO-K1 Ca antag,TAAR1 agonist,CHO parental Ca,CHRM1 PAM
CCCCN(CCCC)CCNC(=O)c1cn(C)c2ccc(S(=O)(=O)N(C)C3CCCCC3)cc2c1=O,-0.4,-6,8,-15,-4,-14,-2,-22,1
COc1cccc(CN(CC(=O)NCC2CCCO2)C(=O)CNS(=O)(=O)c2ccccc2)c1 (stereo not given),0.3,-4,-13,-6,5,-10,11,-8,-1
CCOc1ccc(N2C(=O)c3ccccc3C2=O)cc1,0.1,-2,11,-13,-9,-16,12,-2,4
S=c1[nH]nc(C2CC2c2ccc(Cl)cc2)n1-c1ccc(Cl)cc1 (stereo not given),0.0,-5,10,5,-20,-8,11,-19,17
COCCNC(=O)CC(=O)N/N=C/c1cccc(C(=O)OC)c1,1.0,-3,20,-2,-22,-21,2,0,10
Cc1cccc2nc3ccccc3cc12,2.5,-5,9,-34,4,-3,2,8,0
O=C(NCCc1ccccc1Cl)c1ccc2nc3ccccc3c(=O)n2c1,0.9,2,-7,11,-8,-6,25,-21,15
Nc1nn(-c2ccccc2)nc1C(=O)OCc1ccccc1F,0.3,-3,9,nt,-11,-19,nt,-2,8
COc1cccc(-c2csc(N3CCN(CC(=O)NNC(=O)c4ccc(Cl)cc4)CC3)n2)c1,3.2,3,7,35,-10,-16,13,-17,0
O=c1oc2c3c(nn2c2ccccc12)CCCC3,0.3,-2,0,-1,-8,-7,4,-9,-5
Cc1ccc(/C=N/NC(=O)CCCOc2ccc(Cl)cc2Cl)cc1[N+](=O)[O-],0.7,-4,16,26,-8,-11,9,-19,6
O=C1NC(=NCc2ccccc2)NC1(c1ccccc1)c1ccccc1,0.2,-2,15,1,-18,-10,2,nt,11

# Part of the list above, with each value named.
> Nc1nn(-c2ccccc2)nc1C(=O)OCc1ccccc1F
  CHO-K1 Ca ag: 0.3
  CHRM1 agonist: -3
  CHO-K1 Ca PAM: 9
  TAAR1 antag: nt
  CHRM1 antagonist: -11
  CHO-K1 Ca antag: -19
  TAAR1 agonist: nt
  CHO parental Ca: -2
  CHRM1 PAM: 8

> COc1cccc(-c2csc(N3CCN(CC(=O)NNC(=O)c4ccc(Cl)cc4)CC3)n2)c1
  CHO-K1 Ca ag: 3.2
  CHRM1 agonist: 3
  CHO-K1 Ca PAM: 7
  TAAR1 antag: 35
  CHRM1 antagonist: -10
  CHO-K1 Ca antag: -16
  TAAR1 agonist: 13
  CHO parental Ca: -17
  CHRM1 PAM: 0

# (next part)
SMILES,CHO-K1 Ca ag,CHRM1 agonist,CHO-K1 Ca PAM,TAAR1 antag,CHRM1 antagonist,CHO-K1 Ca antag,TAAR1 agonist,CHO parental Ca,CHRM1 PAM
CC(C)n1c(SCC(=O)Nc2ccccc2)nc2c1c(=O)[nH]c(=O)n2C,0.5,-3,-21,-11,-11,3,1,-11,3
CC(O)(c1cccnc1)c1nc(-c2ccoc2)cs1 (stereo not given),0.0,-3,-1,-2,-4,-6,0,nt,-1
O=C(O)c1cccc(CSc2nnc(Cc3ccccc3)o2)c1,-0.1,-5,11,-9,9,-3,1,7,5
Cc1ccc(C(C[N+](=O)[O-])c2c(-c3ccccc3O)[nH][nH]c2=O)cc1 (stereo not given),-0.1,-7,11,-7,-4,6,2,-10,6
CCCOC(=O)c1[nH]c2c(c1C)C(=O)CC(c1cccs1)C2 (stereo not given),0.4,-2,9,-7,-7,-12,13,-22,-3
CC(=O)c1ccc(NC(=S)NNC(=O)c2ccccc2[N+](=O)[O-])cc1,0.3,-3,-9,0,-2,1,13,5,11
CCOC(=O)c1c(CN(C)C)n(-c2ccccc2)c2cc(Br)c(O)cc12,0.1,-5,13,4,-3,-14,5,-16,3
O=C(O)C(c1ccccc1)N1C(=O)/C(=C\c2ccc(-c3ccc(Br)cc3)o2)SC1=S (stereo not given),0.9,1,-5,2,10,-1,3,nt,-3
Cc1onc(-c2ccccc2)c1C(=O)N/N=C/c1cn(C)c2ccccc12,2.1,-6,14,0,-11,2,4,-16,10
CCCC(=O)Nc1ccc(Cl)c(NC(=O)CC)c1,-0.1,-5,8,-6,-10,-1,5,-6,4
CCCCCN1C(=O)Cn2c(nc3ccccc3c2=O)C1C (stereo not given),0.2,-5,20,-10,-6,-12,4,-17,12
COc1ccc2c(c1)CCc1cc(C(=O)O)sc1-2,-0.4,-4,4,-12,-14,-12,-2,-10,-2
Cc1cccc(N/C(N)=N/c2nc(C)c(Cc3ccccc3)c(=O)[nH]2)c1,1.2,-2,18,0,-7,-17,7,-1,9
Nc1nc(Cl)cc(N2CCC(c3cc(-c4ccc(Cl)cc4Cl)n[nH]3)CC2)n1,2.5,2,9,12,9,2,27,32*,-3
Cc1ccc(N/C(N)=N/c2nc(C)cc(N3CCCCC3)n2)c(C)c1,11,-10,4,24,34*,25*,22,9,-32
COc1ccc(C(=O)N/N=C/c2sc(=O)n(Cc3cccc(C(=O)O)c3)c2Cl)cc1,1.4,-3,14,-7,-2,-10,1,3,4
COc1ccnc(CSC(N)=Nc2ccccc2C(F)(F)F)c1,0.5,-4,-7,1,-1,0,2,-7,0
COc1ccccc1C(=O)N(Cc1ccc(C)o1)C1CCS(=O)(=O)C1 (stereo not given),0.9,-2,-1,-16,-1,-5,1,-12,3
Cc1nn(-c2ccc(F)cc2)c(Cl)c1/C=N/NC(=O)c1ccc(O)cc1,-0.8,8,-1,-1,3,-4,16,-7,15
O=C(O)CN1C(=O)/C(=C\c2ccccc2OCc2ccc(F)cc2)SC1=S,-0.6,0,-9,15,-12,8,-1,-8,21
COC(CNC(=O)c1ccc2c(c1)nc(C)n2-c1ccc(F)c(F)c1)OC,-0.2,-1,15,1,-11,-7,5,2,7
CCCOc1ccc(C2c3c(oc4cc(C)c(C)cc4c3=O)C(=O)N2CCCN(C)C)cc1 (stereo not given),4.9,-7,-1,-13,-8,22,0,-11,5
Cc1cc(NC(=O)c2ccc(NC(=O)C3CCCO3)cc2)ccc1Br (stereo not given),11,2,8,32,11,-1,20,-1,-9
COc1ccc(C#Cc2ccc(C3=CC(=O)CC(C)(C)C3=O)cc2)cc1,1.6,-1,29,81*,-1,-13,5,nt,-2
CCCCCCCCCCCC(=O)NC(C(=O)OCC)C(O)c1cccc([N+](=O)[O-])c1 (stereo not given),0.5,-3,0,33,6,-2,5,4,0
CCOC(=O)C1[C@H]2C(=O)N(C(C)c3ccc(OC)cc3)C[C@]23C=C[C@H]1O3 (stereo not given in full),1.0,-9,28,7,69*,-9,4,-7,-21
Cn1cc(Cl)c(C(=O)NC2CCCCCC2)n1,0.3,-1,15,8,-3,-17,5,-17,10
O=C(O)CNC(=S)NCc1ccccc1,-0.1,-4,12,-8,-5,-9,2,10,3
O=C(N/N=C\C=C\c1ccc2c(c1)OCO2)C1COc2ccccc2O1 (stereo not given),0.3,-5,5,12,-2,14,14,-14,3
O=S(=O)(Nc1ccc(Oc2ncccn2)c(Cl)c1)c1ccc(F)cc1,1.4,-1,18,-10,-17,-7,13,0,2
CCn1c2ccccc2c2cc(NC(C)=O)ccc21,0.1,-5,15,-12,-6,-13,8,-9,4
O=C(COC(=O)CCc1c[nH]c(=O)[nH]1)Nc1ccccc1,0.1,-3,10,0,-11,-12,0,-7,7
Cc1ccnc(SC2CC(=O)N(c3ccc(C(C)C)cc3)C2=O)n1 (stereo not given),0.8,-2,-3,-5,-3,-2,4,-6,3
Cc1ccccc1C(=O)Nc1nnc(-c2cccnc2)o1,0.1,1,19,5,-6,-9,0,-4,14
Oc1ccc(N2CCN(c3ncnc4sc(-c5ccccc5)cc34)CC2)cc1,1.3,-5,3,12,7,-4,-1,nt,-4
CCOC(=O)c1c(C)[nH]c(C(=O)Cn2nnc(-c3ccccc3Cl)n2)c1C,1.3,2,-4,47,-2,14,18,13,-2
Cc1cc(Br)c2c(c1)=C(c1sc(N3CCCCCC3)nc1O)C(=O)N=2,0.4,-2,-7,16,-6,-1,14,nt,9
C/C(=N\NC(N)=O)c1ccc(Cl)cc1,-0.2,-3,0,7,5,-6,4,-9,-1
CCCCn1c(N)c(N(CC(C)C)C(=O)CSc2nnc(-c3ccc(Cl)cc3)o2)c(=O)[nH]c1=O,1.6,-3,19,-2,-6,-3,5,-14,6
COc1ccc(CN2CCC(C(=O)NC(C)c3cccc4ccccc34)CC2)cc1 (stereo not given),1.2,-5,14,nt,1,-2,nt,nt,0
O=C(c1cc2c(s1)-c1ccccc1OC2)N1CCN(c2ccccc2)CC1,0.3,-5,1,5,4,1,0,-6,-4
CN(C)CCCNC(=O)c1cc(Br)ccc1O,0.4,-2,5,-32,-8,3,4,-9,11
COCCCNc1ccn2nc(-c3cccc(Cl)c3)cc2n1,1.5,-1,-5,-4,-11,-3,3,nt,4
Cn1cc(Cc2ccc(C(=O)N3CCN(Cc4ccccc4)CC3)cn2)c2ccccc21,3.7,-4,12,6,-7,-6,2,nt,-6
O=C(NCc1ccccc1)c1ccc(OCC2CCCO2)cc1 (stereo not given),3.3,-4,6,-8,-2,-3,3,-4,3
COc1ccc(OC)c(-c2cc(C3CCN(C(=O)OC(C)(C)C)CC3)[nH]n2)c1,1.1,-4,-8,6,1,-1,-2,-21,2
CC(=O)c1ccc(NC(=O)c2c(C)nn(-c3ccccc3)c2Cl)cc1,2.1,-7,10,7,3,7,10,-13,-6
CCN(CC(=O)Nc1ccc(OC(F)F)cc1)C1CCCCC1,0.5,-7,17,-20,-7,-9,2,-14,-1
CCCNC(=O)c1ccccc1NC(=O)C1COc2ccccc2O1 (stereo not given),2.3,-5,17,20,-11,-10,12,-7,-1
O=C(C[n+]1cccc(C(=O)Nc2ccccc2)c1)c1ccc(Cl)cc1,0.6,nt,5,-4,nt,-19,8,nt,nt
C=CCn1c2ccccc2c(=O)c2cc(C#CC3(O)CCCCC3)ccc21,-0.1,-8,-11,66*,-1,3,13,-21,1
CCC1=C(OC(=O)N(CC)CC)N2C(=O)OC(=NCCc3c[nH]c4ccccc34)[C@]2(C)[C@H]2C1=CC[C@H]1C(=O)N(CC(=O)OC)C(=O)[C@H]12,0.4,-8,24,-7,-5,-14,1,-26,7
C=CC[C@@H](CC(=O)OC(C)(C)C)C(=O)OC[C@H]1CCCN1C(=O)[C@@H](CC=C)CC(=O)N[C@H](CO)Cc1ccccc1,7.2,-2,-4,61*,11,-11,17,-15,-10
CC1CN(C(=O)c2cc3c(=O)n4ccccc4nc3n2C)CC(C)O1 (stereo not given),0.6,-3,11,-6,-12,-11,2,6,10
O=C(CSc1nccn(-c2ccc(Br)cc2)c1=O)NCc1ccccc1,-0.2,-4,13,-20,-10,-10,3,-18,6

# Source: PubChem BioAssay
